ERAP1 inh = human ERAP1 aminopeptidase inhibitors, primary screen, biochemical, single point, plate reader; Endoplasmic reticulum aminopeptidase 1 (Homo sapiens), Q9NZ08; recombinant ERAP1, Leu-AMC fluorescence, 60 min; inhibition, % at 10.7 µM; 0.15% of 340,000 active;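 active = mean replicate inhibition of at least 30%, or all replicates individually reaching that 30% level; inactive = mean below 30% and not every replicate reaching it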;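 note: 0% = neutral control wells and 100% = L-leucinethiol positive control wells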
PGC1a acetyl inh = inhibitors of PGC1a acetylation signal, primary screen, cell-based, U2OS, AlphaScreen, inhibitor mode. AID 651687, 2012. AlphaScreen anti-acetyl-lysine; with virally co-expressed GCN5 acetyltransferase. inhibition, % at 15.6 µM. 0.17% of 350,000 active;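 active = every replicate shows inhibition of at least 40%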;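 note: 0% = neutral control wells and 100% = positive control wells; some results beyond the cut were filed as inactive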
PglD DTNB = C. jejuni PglD acetyltransferase inhibitors, primary screen, biochemical, DTNB colorimetric, single point; 0.098% of 360,000 active; purified PglD enzyme, DTNB colorimetric CoA detection; inhibition, % at 12.5 µM; AID 602405, 2012; in the data active = inhibition above about 16%, passing the limit was not always enough; note: strong numbers were not always called active
RAD54 branch = inhibitors of human RAD54 branch migration, primary screen, biochemical, fluorescence, single point; inhibition, % at 10.4 µM; DNA repair and recombination protein RAD54-like (Homo sapiens), Q92698; RAD54 Holliday junction branch migration, FAM/BHQ fluorescence; 0.14% of 360,000 active; AID 602329, 2012;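 active = mean normalized replicate activity at least 40 and at least half of replicates scoring 40 or more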;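 note: 0% = median of neutral control wells and 100% = median of positive control wells; inhibitors cause a drop in the FAM fluorescence signal; in these data hits start at about 50%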
Cneo AK release = Cryptococcus neoformans cell lysis inducers, primary screen, AK release luminescence, single concentration; C. neoformans lysis, adenylate kinase release luminescence, 4 h; normalised: neutral wells 0, clomiphene wells 100; lysis activity, % at 15 µM; 0.2% of 360,000 active;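 active = mean lysis activity across replicates of at least 80%, whatever share of replicates individually reach that level; inactive = mean lysis activity below 80%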
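Material – Cryptococcus neoformans yeast cells · Quantity – 5 × 10^6 yeast cells/mL · Buffer or medium – YPD medium · Compound – single dose · Timing – 4 h static compound exposure, 37 °C, read 1 h post-reagent · Signal – adenylate kinase release luminescence · Read-out basis – lysis from increased AK signal · Benchmarks – Clomiphene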
miR-122 sensor = miR-122 Renilla sensor signal increase in Huh7, primary screen, miR-122 inhibitor project, cell-based, single point, plate reader; AID 602342, 2012; activation (reporter increase), % at 12.5 µM; 0.3% of 340,000 active; Huh7 miR-122 Renilla luciferase sensor, 48 h; neutral wells = 0, positive control = 100;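 active = mean replicate activation score at least 90 and every replicate individually at or above 90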;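 note: higher luciferase means less miR-122 activity so hits act as miR-122 inhibitors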
E-sel inducer = E-selectin induction in HUVECs, primary screen, imaging, HUVEC, immunofluorescence imaging, single point; AID 686992, 2013; activation, % at 7.58 µM; P16581; normalized: neutral wells 0, TNF-alpha wells 100; 0.37% of 260,000 active;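 active = mean E-selectin-positive cell signal at least 10% of the positive control, reached in at least 60% of replicates, without over 20% cell loss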;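 note: in these data hits start at about 27%; measured in HUVEC primary endothelial cells; signal is the percent of cells scored E-selectin positive by PE staining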
Target sequence (P16581 whole entry, looked up): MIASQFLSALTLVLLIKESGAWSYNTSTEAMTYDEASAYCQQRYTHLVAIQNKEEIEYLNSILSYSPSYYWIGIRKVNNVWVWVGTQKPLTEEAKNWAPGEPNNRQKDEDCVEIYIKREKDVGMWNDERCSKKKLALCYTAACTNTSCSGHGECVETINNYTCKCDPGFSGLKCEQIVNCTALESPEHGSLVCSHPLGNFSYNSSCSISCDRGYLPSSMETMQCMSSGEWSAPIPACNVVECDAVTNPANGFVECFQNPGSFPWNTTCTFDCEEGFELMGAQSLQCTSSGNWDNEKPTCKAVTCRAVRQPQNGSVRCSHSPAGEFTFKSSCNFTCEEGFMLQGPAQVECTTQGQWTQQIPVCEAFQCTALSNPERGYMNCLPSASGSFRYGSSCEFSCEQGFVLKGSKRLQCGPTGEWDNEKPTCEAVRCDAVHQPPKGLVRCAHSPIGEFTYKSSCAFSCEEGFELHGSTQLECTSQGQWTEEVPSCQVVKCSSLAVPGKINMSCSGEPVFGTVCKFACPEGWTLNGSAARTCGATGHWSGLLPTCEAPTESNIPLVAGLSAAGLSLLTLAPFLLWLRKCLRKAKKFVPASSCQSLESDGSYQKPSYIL
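material = human umbilical vein endothelial cells (HUVEC), E-selectin induction | quantity = 3,000 cells/well | medium = EGM-2 growth medium on 0.1% gelatin-coated wells | technique = immunofluorescence imaging | read-out basis = % PE-positive cells | control set = TNF-alpha positive control, DMSO neutral control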
RAD52 inh = RAD52 DNA annealing inhibitors, primary screen, biochemical, FRET, single point, set 2; 0.46% of 360,000 active; AID 651710, 2012; recombinant RAD52 DNA annealing, FRET fluorescence; DNA repair protein RAD52 homolog (Homo sapiens), P43351; inhibition, % at 18.7 µM;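 active = every replicate showing at least 50% inhibition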
Target sequence (P43351 whole entry, looked up): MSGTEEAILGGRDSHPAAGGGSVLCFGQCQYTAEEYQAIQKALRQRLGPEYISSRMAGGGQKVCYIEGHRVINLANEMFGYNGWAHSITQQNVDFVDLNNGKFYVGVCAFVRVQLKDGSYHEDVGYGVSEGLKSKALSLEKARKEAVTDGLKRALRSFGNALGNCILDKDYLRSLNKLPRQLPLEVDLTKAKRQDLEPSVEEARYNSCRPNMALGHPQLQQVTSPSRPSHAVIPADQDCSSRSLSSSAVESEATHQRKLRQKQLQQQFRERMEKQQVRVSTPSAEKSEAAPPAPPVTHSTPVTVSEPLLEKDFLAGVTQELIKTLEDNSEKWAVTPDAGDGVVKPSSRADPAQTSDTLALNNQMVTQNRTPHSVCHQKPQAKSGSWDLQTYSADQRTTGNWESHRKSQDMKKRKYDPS
Numbers without * were called inactive; x = not tested or not shown; [ ] = another dose, or the depositor's remark.

SMILES	ERAP1 inh	PGC1a acetyl inh	PglD DTNB	RAD54 branch	Cneo AK release	miR-122 sensor	E-sel inducer	RAD52 inh
O=C(CN1CCOCC1)N[C@H]1CC[C@@H](CCNC(=O)C2CCCC2)O[C@H]1CO	0	-4	0	15	1	8[16.7 µM]	0.0	6
O=C(C[C@@H]1CC[C@H](NS(=O)(=O)c2ccc(F)cc2)[C@H](CO)O1)NC1CCCCC1	-1	21	-3	4	-2	x	-0.1	-4
CCOC(=O)C1(Cc2cccc(Cl)c2)CCCN(C(=O)CCN2CCCC2=O)C1 (stereo not given)	-4	x	-1	-11	-3	3	1.0	-5
O=C(O)c1cccc(NC(=S)NC(=O)c2ccc3ccccc3c2)c1	-1	6	-1	-11	-1	2	-0.3	-14
CN1CCN(C(=O)[C@H]2[C@H](CO)[C@H]3Cn4c(ccc(C5=CCCCC5)c4=O)[C@@H]2N3S(C)(=O)=O)CC1	1	x	0	-4	-1	x	0.0	1
Cc1ccc(S(=O)(=O)N[C@H]2C=C[C@H](CC(=O)NCCc3ccncc3)O[C@H]2CO)cc1	0	6	-4	-1	1	x	-0.2	-13
Cn1c(CC(=O)Nc2ccc(Cl)c(Cl)c2)nnc1SCC(=O)Nc1nccs1	x	-5	-5	-2	0	4	x	x
O=C(NCc1cc(F)ccc1F)C1CCC(=O)N(C2CCCCCC2)C1 (stereo not given)	1	1	-3	4	-3	-6	x	-4
CN(CC1CCCN(CCc2ccc(Cl)cc2)C1)C(=O)c1ccc2nc[nH]c2c1 (stereo not given)	0	x	2	-3	5	-7	2.8	-7
O=C(Nc1ccc(Cl)cc1)N1CCC(c2ccccc2)C1 (stereo not given)	1	-8	x	x	x	x	-0.1	11
O=C(COc1ccccc1Cl)Nc1ccc2[nH]c(=O)[nH]c2c1	1	x	x	x	x	-2	0.6	1
Clc1ccccc1CSc1cnnc2ccccc12	2	5	2	-10	0	-10	-2.8	-4
CC(/C=N/NC(=O)Cc1cccs1)=C\c1ccco1	x	x	-7	-10	-1	4	x	x
O=C(NCCCN1CCC(Cc2ccccc2)CC1)C1CC(=O)N(C2CCCCCC2)C1 (stereo not given)	x	-4	1	-3	9	-5	x	x
Cn1c(N)nc2ccccc2c1=O	-1	3	1	-3	2	-2	x	-3
CCN(C(=O)c1cccnc1SC)C12CC3CC(CC(C3)C1)C2	-3	x	-3	-3	-2	x	-0.1	-3
CC(=O)NS(=O)(=O)c1cccnc1Nc1ccc(Cl)c(Cl)c1	x	7	2	0	0	6	x	x
C[C@H]1CN([C@@H](C)CO)C(=O)c2cccc(NC(=O)c3ccncc3)c2O[C@H]1CN(C)S(=O)(=O)c1ccc(Cl)cc1	-1	-13	0	-13	2	-1[16.7 µM]	x	-7
Cc1ccc(-c2nn(C)c(=O)c3ccccc23)cc1S(=O)(=O)NCCO	x	8	5	-9	1	24	x	x
CCc1ccccc1NC(=O)CSc1nc2cc(C(=O)NCC3CCCO3)ccc2c(=O)n1CC1CCCO1 (stereo not given)	-1	4	-4	-10	0	-7	0.0	4
Cc1cccc(NC(=O)c2ccc(S(=O)(=O)N3CCCCC3C)cc2)n1 (stereo not given)	0	-13	-3	3	0	-8	-1.3	-3
Cc1noc(C)c1S(=O)(=O)Nc1ccc(C(=O)NCc2ccccc2)cc1	6	4	-3	-10	1	-8	x	-6
C#CCOCCOCCOCCNc1nc(N2CCN(C(=O)[C@H](CCCCN)n3cc(CN)nn3)CC2)nc(N2CCN(C(=O)[C@H](CCC(=O)O)n3cc(CN)nn3)CC2)n1	-3	6	-1	-34	0	-3	x	4
CCN1C(=O)[C@H]2[C@@H](c3ccc(OC)cc3)N[C@]3(CCCN(Cc4ccc(Br)cc4)C3=O)[C@H]2C1=O	-3	1	-2	0	0	-10	-0.5	20
CCC1(c2ccccc2)NC(=O)N(CC(=O)NNC(=O)COc2ccc(Cl)cc2C)C1=O (stereo not given)	-9	1	-1	-12	0	-1	x	-13
COC(=O)C1C(=O)C2=C(CC1C)NC(C)=C(C(=O)OC1CCCC1)C2c1ccc(N(C)C)cc1 (stereo not given)	x	4	-3	-3	0	56	x	x
COc1ccccc1-c1cnn2c(NC3CCCC3)cc(C)nc12	-1	x	6	15	-4	x	-0.4	-8
CSC[C@H]1CN(Cc2ccccc2)C(=O)[C@@H]1CC(=O)Nc1ccccc1	x	-13	-3	3	-2	5	-9.4	0
CCCNC(=O)Nc1ccc2c(c1)OC[C@H](C)N(Cc1ccc(-c3ccccn3)cc1)C[C@H](C)[C@H](OC)CN(C)C2=O	3	-3	0	-3	0	x	0.2	4
CN(C)CCNc1nc(-c2ccccc2)c2c(c1C#N)CC(C)(C)OC2	0	x	3	9	8	x	x	-9
OC[C@@H]1CN(Cc2ccco2)C[C@H](n2cnc3c(NC4CCC4)ncnc32)O1	-6	-6	-1	-1	0	-2	0.7	-1
N#Cc1ccc(C(=O)Nc2nc(SCc3ccc(Cl)cc3)n[nH]2)cc1	0	-7	x	x	x	-3	x	-16
Cc1cccc(OCC(=O)N2CCN(C(=O)CCC3CCCC3)CC2)c1	x	0	2	-8	-1	-1	x	x
Cn1cccc1Cc1nnc(SCC(=O)Nc2ccccc2)n1-c1ccc(F)cc1	1	8	7	-25	1	8	-0.1	-116
Cc1cc(/C=C2\SC(=O)N(C)C2=O)c(C)n1-c1cccc(C(=O)O)c1	3	2	7	-3	0	-8	x	-43
COCC(=O)N1CCCCN2[C@H](C1)[C@H](c1ccc(-c3ccc(F)cc3)cc1)[C@@H]2CO	2	-2	-3	9	1	4[16.7 µM]	0.2	-11

Sorted by length of the SMILES (descending): 5 of the compounds above.
SMILES	ERAP1 inh	PGC1a acetyl inh	PglD DTNB	RAD54 branch	Cneo AK release	miR-122 sensor	E-sel inducer	RAD52 inh
CCN1C(=O)[C@H]2[C@@H](c3ccc(OC)cc3)N[C@]3(CCCN(Cc4ccc(Br)cc4)C3=O)[C@H]2C1=O	-3	1	-2	0	0	-10	-0.5	20
CN(CC1CCCN(CCc2ccc(Cl)cc2)C1)C(=O)c1ccc2nc[nH]c2c1 (stereo not given)	0	x	2	-3	5	-7	2.8	-7
Cc1noc(C)c1S(=O)(=O)Nc1ccc(C(=O)NCc2ccccc2)cc1	6	4	-3	-10	1	-8	x	-6
Cc1cccc(NC(=O)c2ccc(S(=O)(=O)N3CCCCC3C)cc2)n1 (stereo not given)	0	-13	-3	3	0	-8	-1.3	-3
CC(=O)NS(=O)(=O)c1cccnc1Nc1ccc(Cl)c(Cl)c1	x	7	2	0	0	6	x	x

New compounds follow
SMILES	ERAP1 inh	PGC1a acetyl inh	PglD DTNB	RAD54 branch	Cneo AK release	miR-122 sensor	E-sel inducer	RAD52 inh
CCC(O)(CC)C(=O)NN(C(=O)Nc1csc2c1CCCC2)c1ccccc1	x	-11	-4	-6	-3	7	0.9	x
Cc1ccccc1CNC(=O)c1ccccc1C(=O)O	x	-4	0	-8	-1	-2	x	x
O/N=C/c1cc2ccccc2n1Cc1ccccc1F	-1	x	-14	4	0	37	x	2
COc1ccc(NC(=O)N(C)C[C@H]2Oc3ccc(NC(=O)Cn4cnnn4)cc3C(=O)N([C@@H](C)CO)C[C@H]2C)cc1	-1	-17	17	-23	-1	18[16.7 µM]	-3.2	-14
COc1ccc(NC(=O)Nc2ccc3c(c2)C(=O)N([C@@H](C)CO)C[C@H](C)[C@@H](CN(C)C(=O)NC2CCCCC2)O3)cc1	2	-10	-1	-5	3	-3[16.7 µM]	0.4	-4
Oc1ccc(C[C@H]2CNCCN2CCCCC2CCCCC2)cc1	x	x	11	-5	4	x	-0.1	x
CC(C)=CCCC(C)CN1CCC(n2nccc2NC(=O)c2cccnc2)CC1 (stereo not given)	2	0	3	8	5	-4	-1.6	-23
COc1ccc(CNC(=O)CN(C(=O)CCC(=O)Nc2nccs2)c2ccc3c(c2)OCO3)cc1	-5	x	0	1	-2	x	-0.1	-25
COCCCn1c(SCC(=O)Nc2ccccc2)nnc1-c1ccncc1	x	-12	0	3	2	-2	x	x
COc1ccc(C(=O)NCc2ccc3c(c2)OCO3)cc1S(=O)(=O)N(C)Cc1ccccc1	x	5	5	2	-4	13	0.0	x
Cc1ccc(C(=O)NC(=S)Nc2cc(-c3nc4ccccc4s3)ccc2C)cc1	x	7	2	-9	-20	-13	x	x
Cn1c(=O)cc(Nc2ccc(Cl)cc2)[nH]c1=O	7	-7	-1	3	-1	3	x	-5
COc1ccc(OC)c(NC(=O)CCCNC(=O)c2ccc(Cl)cc2)c1	-3	3	4	-8	-1	x	-1.8	-16
O=C(CCNS(=O)(=O)c1ccccc1C(F)(F)F)NCCCSc1ccccc1	-5	x	0	-7	1	9	0.2	-3
Cc1ccc(NC(=O)CCCCCC2NC(=O)NC2C)cc1 (stereo not given)	5	4	1	-3	3	5	x	0
Cc1ccc(CSc2nnc(-c3ccc4c(c3)OCO4)o2)cc1	x	12	-1	-9	5	-8	x	x
CCN(CC(=O)Nc1ccc(NC(C)=O)cc1)C(=O)C1CC(=O)N(Cc2ccc(C)cc2)C1 (stereo not given)	-4	-9	-6	5	-2	-3	2.9	-7
COc1cc(C(=O)O)ccc1OC(C)=O	x	1	0	-3	1	3	x	x
Cc1nnc(SCC(=O)NC2CCCCC2)n1C1CCCCC1	x	-4	0	-1	-2	-5	x	x
Cc1cccc(-c2noc(-c3ccccc3C(=O)NCc3ccco3)n2)c1	0	-7	-13	-4	-4	-8	12	-21
COc1ccc(CC(=O)Nc2ccc(S(=O)(=O)Nc3cc(C)on3)cc2)cc1	x	-9	9	-5	2	4	x	x
CC1(C)C(c2ccc(Cl)cc2)=[N+]([O-])C2(CCCC/C2=N\O)N1O (stereo not given)	x	-15	4	-7	2	0	x	x
C[C@@H]1CN([C@H](C)CO)C(=O)Cc2cc(NC(=O)C3CCCCC3)ccc2O[C@H]1CN(C)S(=O)(=O)c1ccccc1	-1	9	-1	-5	8	-3[16.7 µM]	-0.4	12
COc1nc(-c2ccccc2)cc(-c2ccc(OC)c(OC)c2)n1	x	-6	-6	11	-6	-2	x	x
O=C(C1CN(C(=O)c2cc3ccccc3o2)c2ccccc2O1)N1CCCCC1 (stereo not given)	-1	-1	12	-4	14	6	6.2	-14
COc1ccc([C@H]2C[C@@H](n3cc(COC(=O)c4ccccc4)nn3)[C@H](O)CN2CC2CCCCC2)cc1	x	-8	x	x	x	5	18	11
Brc1ccc(-c2noc(COc3ccc4ccccc4c3)n2)o1	1	1	-8	-6	-1	-8	0.4	-35
Cc1cc(N2CC(C(=O)O)CC2=O)ccc1Br (stereo not given)	x	11	-1	1	2	0	x	x
Cn1/c(=N/N=C/c2ccc(Cl)c([N+](=O)[O-])c2)sc2ccccc21	x	9	10	-7	0	4	x	x
C[C@@H]1CCCCO[C@@H](CN(C)C(=O)C2CCCCC2)[C@H](C)CN([C@@H](C)CO)C(=O)c2cc(NS(=O)(=O)c3cn(C)cn3)ccc2O1	0	-2	1	2	0	-1[16.7 µM]	0.2	3

Screening results: PubChem BioAssay, Broad Institute
